VLA-4 inh – inhibition in human VLA-4 binding assay, primary screen, VLA-4 allosteric modulator project, MLPCN library, flow cytometry, VLA-4 expressing cells; ligand binding flow cytometry; actives 0.2% (n = 330,000); inhibition, % (about 7 µM as worked out from the volumes in the protocol); in the data active means inhibition above about 50%
Fam108B counter – mouse Fam108B serine hydrolase inhibitors, primary screen, counter-screen for RBBP9 inhibitor project, biochemical, fluorescence polarization. recombinant Fam108B, FP-Rh probe fluorescence polarization. inhibition, % at 9.51 µM. actives 0.33% (n = 300,000);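 active means inhibition above the screen mean inhibition plus 3 SD, computed separately per campaign, cut at about 18% in these data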;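 further: inhibitors lower polarization as less probe binds the enzyme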
MEX-5 binding – MEX-5 zinc finger RNA-binding disruptors – biochemical, C. elegans, fluorescence polarization, MLPCN library, primary screen; Zinc finger protein mex-5 (Caenorhabditis elegans), Q9XUB2; MEX-5/FITC-TCR2 RNA binding; hits give low values; actives 0.38% (n = 300,000); activity score (negative = inhibition of binding), % at 10 µM;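 active means inhibition past about -25% in most replicates, and total fluorescence under double the plate's negative control median, limit read from the data; inconclusive means replicates evenly split on the limit, or fluorescence at least double controls; inactive means too little inhibition in most replicates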;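 further: 0% = DMSO and -100% = 5 µM competing unlabeled TCR2 RNA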
GRK2 inh – compounds blocking aptamer binding on GRK2 – biochemical, human GRK2, bead flow cytometry, HTS, primary screen; AID 488847, 2010; actives 0.59% (n = 330,000); Beta-adrenergic receptor kinase 1 (Homo sapiens), P25098; FAM-aptamer displacement from GRK2; inhibition of aptamer binding, % at 10 µM;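 active means inhibition of aptamer binding above 40%, roughly 3 SD of noise, on plates passing a quality check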;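 further: median bead fluorescence of bound FAM aptamer so fluorescent compounds give negative values; no value below 0 was filed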
GLD-1 TGE inh – GLD-1/TGE RNA complex disruptors, primary screen, biochemical, fluorescence polarization; Female germline-specific tumor suppressor gld-1 (Caenorhabditis elegans), Q17339; purified GLD-1 + fluorescein TGE RNA; inhibition, % at 5.96 µM; actives 0.44% (n = 320,000);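 active means percent inhibition above a per-plate cutoff, the plate mean of test compounds plus 3 SD, cut at about 30% in these data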;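 further: 0% = DMSO wells with GLD-1 and probe and 100% = wells lacking GLD-1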
Target sequence (Q17339 whole entry, looked up): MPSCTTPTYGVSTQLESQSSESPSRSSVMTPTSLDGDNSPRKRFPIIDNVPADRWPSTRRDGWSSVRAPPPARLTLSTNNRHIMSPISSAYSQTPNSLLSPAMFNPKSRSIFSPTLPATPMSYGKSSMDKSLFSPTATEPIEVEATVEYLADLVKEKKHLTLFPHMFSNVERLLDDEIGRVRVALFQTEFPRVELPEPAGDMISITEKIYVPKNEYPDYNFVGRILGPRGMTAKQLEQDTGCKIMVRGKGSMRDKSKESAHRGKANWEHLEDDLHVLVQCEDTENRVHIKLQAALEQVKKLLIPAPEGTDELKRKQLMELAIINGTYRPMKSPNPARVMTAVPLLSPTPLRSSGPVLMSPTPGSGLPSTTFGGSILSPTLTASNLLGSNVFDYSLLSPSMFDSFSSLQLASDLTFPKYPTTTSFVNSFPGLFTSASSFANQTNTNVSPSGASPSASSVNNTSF
CIT2 TOR yeast – modulators of CIT2-GFP expression in yeast, primary screen, S. cerevisiae, GFP fusion, multiplex flow cytometry, MLPCN library | S. cerevisiae CIT2-GFP strain, 3 h; 100 means same as DMSO wells | GFP response vs DMSO, % at 10 µM | actives 0.065% (n = 320,000);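 active means GFP response relative to DMSO above a set limit, near the screen mean plus 3 SD, cut at about 150% in these data; inconclusive means Fewer than 70 cells measured for a yeast strain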;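 further: ratio of well median GFP fluorescence to mean of DMSO wells on the plate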
AGP1-GFP MLPCN – modulators of AGP1-GFP expression in yeast TOR pathway, primary screen, cell-based, multiplex flow cytometry, S. cerevisiae, MLPCN library; 3 h; GFP as percent of DMSO wells; GFP response vs DMSO, % at 10 µM; actives 0.02% (n = 320,000); AID 2066, 2009;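 active means GFP response relative to DMSO above a set limit, near screen average plus 3 SD, cut at about 150% in these data; inconclusive means fewer than 70 cells counted for the yeast strain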;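 further: median GFP channel fluorescence of the gated AGP1 strain per well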
Bcl-xL primary – inhibitors of human Bcl-xL, primary screen, biochemical, fluorescence polarization, HTS; Bcl-2-like protein 1 (Homo sapiens), Q07817; GST-Bcl-xL / FITC-Bim BH3 peptide fluorescence polarization; inhibition, % at 10.9 µM; actives 0.7% (n = 320,000); AID 2129, 2009;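 active means inhibition above the mean of all tested compounds plus 3 SD, cutoff set per campaign, cut at about 30% in these data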;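 further: 0% = DMSO wells and 100% = unlabeled Bim-BH3 peptide competitor; inhibitors lower millipolarization by displacing the labeled peptide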
Target sequence (Q07817 whole entry, looked up): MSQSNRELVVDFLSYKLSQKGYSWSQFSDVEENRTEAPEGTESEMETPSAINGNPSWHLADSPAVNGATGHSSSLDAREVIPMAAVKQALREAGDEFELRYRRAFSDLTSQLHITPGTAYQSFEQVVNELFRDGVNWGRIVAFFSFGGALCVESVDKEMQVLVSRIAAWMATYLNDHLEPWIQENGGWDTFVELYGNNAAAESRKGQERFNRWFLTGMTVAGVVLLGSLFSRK
MCL1 BIM primary – inhibitors of MCL1 binding to BIM-BH3, primary screen, biochemical, fluorescence polarization; actives 0.68% (n = 320,000); inhibition, % at 10.9 µM; GST-MCL1 / FITC-Bim-BH3 fluorescence polarization; AID 2057, 2009; Induced myeloid leukemia cell differentiation protein Mcl-1 (Homo sapiens), Q07820;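 active means inhibition above the mean inhibition of all tested compounds plus 3 SD, set per campaign, cut at about 40% in these data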;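 further: 0% = DMSO wells and 100% = unlabeled Bim-BH3 peptide control; higher means more loss of mP so more displacement of Bim peptide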
Target sequence (Q07820 whole entry, looked up): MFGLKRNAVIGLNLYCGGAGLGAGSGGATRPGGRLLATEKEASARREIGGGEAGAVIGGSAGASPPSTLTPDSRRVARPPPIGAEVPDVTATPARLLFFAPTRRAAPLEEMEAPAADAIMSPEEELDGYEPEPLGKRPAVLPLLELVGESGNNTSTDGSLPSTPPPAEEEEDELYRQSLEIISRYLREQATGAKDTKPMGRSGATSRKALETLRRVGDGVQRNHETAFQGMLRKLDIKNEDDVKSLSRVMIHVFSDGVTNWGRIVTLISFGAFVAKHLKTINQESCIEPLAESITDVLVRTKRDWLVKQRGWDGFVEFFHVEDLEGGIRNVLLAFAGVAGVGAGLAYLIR
Active calls of the source: *; i = inactive; ? = inconclusive; · = no result given; [ ] = dose if it differs, or a comment. Rows are unselected. About 2.2% of those tested had a hit in this group.

Order of results – VLA-4 inh	Bcl-xL primary	GRK2 inh	GLD-1 TGE inh	AGP1-GFP MLPCN	MCL1 BIM primary	MEX-5 binding	CIT2 TOR yeast	Fam108B counter
CCN(C(=O)COC(=O)Cc1cccc2ccccc12)C1CCS(=O)(=O)C1 (stereo unspecified)
 : 2	3	1	5	95	-1	·	95	·
COc1ccc(Br)cc1CN(C)CC(=O)Nc1c(Cl)ccc(C)c1Cl
 : 0	1	1	-3	93	4	0.3	100	-6
CSCCC(NC(=O)c1ccccc1Cl)C(=O)NNC(=O)c1ccncc1 (stereo unspecified)
 : 6	5	0	-2	107	4	-1.5	112	3
CC(C)CC(NS(=O)(=O)c1ccc2c(c1)oc(=O)n2C)C(=O)N1CC=C(c2ccccc2)CC1 (stereo unspecified)
 : -12	7	0	-7	97	4	·	97	1
Cc1ccc(CCNC(=O)CC2Oc3ccc(C)cc3NC2=O)cc1 (stereo unspecified)
 : 1	1	0	8	105	1	-0.6	102	-4
COc1ccccc1N1CCN(C(=O)C2CCN(S(=O)(=O)c3ccccc3F)CC2)CC1
 : 8	2	0	-1	106	6	·	100	·
COC(=O)C1(C(=O)OC)Sc2ccccc2C1=O
 : 2	5	5	1	69	8	0.7	66	-1
COc1ccc(C(=O)N2CCN(c3ccc(C)cc3)CC2)cc1OC
 : 7	10	0	-1	110	10	-0.9	104	1
COc1ccc(-n2c(=S)[nH]c3cc(C(=O)NCCCN4CCCC4=O)ccc3c2=O)cc1
 : 1	9	0	6	101	10	0.3	96	2
O=C(COC(=O)/C=C/c1cccc(Cl)c1)NCc1cccs1
 : -11	·	0	1	93	·	·	103	·
Cc1cccc(NC(=O)c2sc3nc(N)c(C#N)cc3c2N)c1
 : 31	4	2	9	90	6	-0.6	76	4
CC(=O)c1ccc(NC(=O)CN2CCN(S(=O)(=O)c3ccc4ccccc4c3)CC2)cc1
 : -1	-15	0	-15	96	-28	·	93	·
O=C(Cn1nc(C(F)(F)F)c2c1CCCC2)NCc1ccco1
 : 5	5	2	1	104	-1	-2.9	101	3
O=C(Nc1ccc(-c2nc3ccccc3s2)cc1)c1cc(-n2cnnc2)ccc1Cl
 : 14	-3	2	3	106	5	4.1	99	-15
Cc1nn(-c2ccccc2)c2c1/C(=N/O)CC(C)(C)C2
 : 2	4	0	8	90	6	0.7	96	2
O=C(NCc1ccccn1)c1cc(-c2ccccc2)nc2ccccc12
 : 12	3	0	0	92	3	-3.3	95	-7
CC(C)(C)c1ccc(-c2ccc3c(c2)S(=O)(=O)c2ccccc2C3=O)cc1
 : -12	0	3	-2	86	4	1.1	96	1
COc1ccc(N2CCN(S(=O)(=O)c3ccc(Cl)s3)CC2)cc1
 : -7	-1	0	0	110	2	-0.3	95	7
CCn1c(SCC(=O)N2CCCCC2)nc2c1c(=O)n(C)c(=O)n2C
 : -4	1	0	7	14[may fluoresce violet]	-1	-0.1	?	0
CCn1nc(NC(=O)COC)c2cc3cccc(C)c3nc21
 : 12	1	1	-13	99	4	3.2	92	-4
CN=c1scc(-c2cc(OC)ccc2OC)n1/N=C/c1c(C)[nH]c2ccccc12
 : 9	-9	0	-24	96	-52	-0.7	97	12
COc1ccc(Cl)cc1NC(=O)Cn1c(=O)oc2ccccc21
 : 0	4	1	-1	105	-2	-1.5	103	-7
CN(CC(=O)Nc1ccc(F)cc1)C(=O)C1CCN(S(=O)(=O)c2ccc3c(c2)OCCO3)CC1
 : 0	1	2	7	104	-4	-1.5	96	-3
Cc1cccc(S(=O)(=O)Nc2cc(Cl)ccc2N2CCOCC2)c1
 : 2	·	81*	5	100	·	·	108	·
Cc1cc(CNC(=O)C2CCC(=O)N(CCc3cccc(F)c3)C2)on1 (stereo unspecified)
 : -76	2	1	0	105	-5	0.5	100	-3
Cc1cc(NC(=O)/C=C/c2cccc(F)c2)n(-c2nc3ccccc3[nH]2)n1
 : 1	6	2	2	98	7	-2.7	94	-3
COc1ccc(OCCCC(=O)Nc2ccc3c(c2)OCO3)cc1
 : -12	1	0	-4	104	4	-2.8	108	7
CCOc1ccc(N(CC(=O)NCc2ccccc2)S(=O)(=O)c2ccc(C)cc2)cc1
 : 1	4	3	-5	108	1	-0.4	108	-6
COc1ccc(/C=C2\N=C(C)OC2=O)cc1OC
 : 7	2	0	-1	63	4	?	66	-6
Cc1cc2cc(CN(Cc3ccco3)S(=O)(=O)c3c(C)ccc4nsnc34)c(=O)[nH]c2cc1C
 : 8	9	0	-2	111	4	-6.4	·	-14

Some of these compounds in order of length of the SMILES, ascending:
Order of results – VLA-4 inh	Bcl-xL primary	GRK2 inh	GLD-1 TGE inh	AGP1-GFP MLPCN	MCL1 BIM primary	MEX-5 binding	CIT2 TOR yeast	Fam108B counter
Cc1nn(-c2ccccc2)c2c1/C(=N/O)CC(C)(C)C2
 : 2	4	0	8	90	6	0.7	96	2
COc1ccc(C(=O)N2CCN(c3ccc(C)cc3)CC2)cc1OC
 : 7	10	0	-1	110	10	-0.9	104	1
Cc1cccc(S(=O)(=O)Nc2cc(Cl)ccc2N2CCOCC2)c1
 : 2	·	81*	5	100	·	·	108	·
COc1ccc(Br)cc1CN(C)CC(=O)Nc1c(Cl)ccc(C)c1Cl
 : 0	1	1	-3	93	4	0.3	100	-6
Cc1cc(NC(=O)/C=C/c2cccc(F)c2)n(-c2nc3ccccc3[nH]2)n1
 : 1	6	2	2	98	7	-2.7	94	-3
COc1ccccc1N1CCN(C(=O)C2CCN(S(=O)(=O)c3ccccc3F)CC2)CC1
 : 8	2	0	-1	106	6	·	100	·

Among those listed so far, these contain two or more sulfur atoms.
Order of results – VLA-4 inh	Bcl-xL primary	GRK2 inh	GLD-1 TGE inh	AGP1-GFP MLPCN	MCL1 BIM primary	MEX-5 binding	CIT2 TOR yeast	Fam108B counter
COc1ccc(N2CCN(S(=O)(=O)c3ccc(Cl)s3)CC2)cc1
 : -7	-1	0	0	110	2	-0.3	95	7
Cc1cc2cc(CN(Cc3ccco3)S(=O)(=O)c3c(C)ccc4nsnc34)c(=O)[nH]c2cc1C
 : 8	9	0	-2	111	4	-6.4	·	-14

Going on with the list:
Order of results – VLA-4 inh	Bcl-xL primary	GRK2 inh	GLD-1 TGE inh	AGP1-GFP MLPCN	MCL1 BIM primary	MEX-5 binding	CIT2 TOR yeast	Fam108B counter
O=C(COC(=O)c1ccc(N2CCOCC2)c([N+](=O)[O-])c1)Nc1ccc2c(c1)OCO2
 : 12	7	1	1	92	0	2.1	94	-3
COc1cccc2cc(C(=O)N3CCN(c4ccc(C)cc4C)CC3)c(=O)oc12
 : 21	-3	3	-4	98	-2	2.8	91	0
O=C(O)c1ccccc1C(=O)Nc1ccccc1NC(=O)c1ccccc1C(=O)O
 : -10	5	3	0	106	3	1.3	104	-3
CCCCOc1ccc(N(CC(=O)NC2CCCCC2)C(=O)c2snc(C(N)=O)c2N)cc1
 : 10	5	6	-3	105	8	1.2	102	0
CC(C)(C)NC(=O)CSc1nnc(-c2ccncc2)o1
 : 24	1	0	2	99	-7	-3.2	97	-2
O=c1cc(-c2cccc(Br)c2)oc2cccc(O)c12
 : 31	3	0	-1	83	-1	2.7	87	2
Cn1c(=O)c2c(nc(SCCN3CCOCC3)n2Cc2cccc3ccccc23)n(C)c1=O
 : 21	-2	0	5	96	-8	-0.8	98	-2
Cc1ccc(C(=O)/C=C/NCc2ccc(F)cc2)cc1
 : 11	-5	2	-10	97	-13	-0.7	94	1
FC(F)(F)c1cc(C(F)(F)F)c2ccc(N3CCN(c4ccccc4)CC3)nc2n1
 : -13	6	0	5	103	4	-0.1	96	5
Nc1c(C(=O)C2CC2)sc2nc(-c3cccs3)cc(C(F)(F)F)c12
 : i	11	0	-36	94	72*	?	91	4
NC(=O)CSc1nc2cc3c(cc2c(=O)n1CCCC(=O)NCc1ccc2c(c1)OCO2)OCO3
 : 2	2	1	5	98	-5	0.3	96	-2
COc1ccc(NS(=O)(=O)c2cccc(C(=O)NNC(=O)c3cc(S(N)(=O)=O)ccc3OC)c2)cc1
 : 0	3	0	1	105	2	-3.6	88	2
COc1c(CC=C(C)C)c(O)cc2oc(=O)c3c4ccc(O)cc4oc3c12
 : 28	-2	0	5	99	-1	2.4	96	2
CN(/N=C/c1cc(Cl)cc(Cl)c1O)c1c(Cl)cccc1[N+](=O)[O-]
 : -3	-2	3	2	100	7	0.2	98	0
CC1CCN(C(=O)CCS(=O)(=O)c2cc3c(cc2Cl)NC(=O)CO3)CC1
 : 11	1	2	2	109	2	1.4	103	2
COc1cccc(Nc2ccc(N3CCCCC3)cc2)c1OC
 : -1	26	0	6	106	19	·	108	·
COc1ccc2c(C)c(C(=O)O)oc2c1
 : 1	-3	2	-6	91	-7	0.3	83	-1
CSc1nc2sc3c(c2c(=S)[nH]1)CC(C)(C)OC3
 : 29	·	4	·	89	·	-0.2	87	·
O=C1C=C(NC2CCCC2)CC(c2ccccc2)C1 (stereo unspecified)
 : -6	2	4	0	104	2	2.3	102	6
O=C(c1ccc(OC2CCN(CCc3ccccc3)CC2)cc1)N1CCCC(CCCO)C1 (stereo unspecified)
 : 6	3	0	4	100	4	-2.1	94	2
O=C(c1cnn2c(C(F)F)cc(C3CC3)nc12)N1CCCC1
 : 2	-1	0	7	103	3	1.3	93	-2
Cc1ccnc(NC(=O)c2cc3cc(F)ccc3s2)c1
 : -3	2	0	0	92	4	1.5	100	-9
CCN(C(=O)CSc1nc2cc(C(F)(F)F)ccc2n1Cc1ccccc1)C1CCS(=O)(=O)C1 (stereo unspecified)
 : -2	-7	0	-5	104	-6	0.9	111	3
O=C(COC(=O)C1CC(=O)N(c2nc(-c3ccccc3)cs2)C1)c1ccccc1 (stereo unspecified)
 : 3	-2	4	4	105	-1	0.9	104	-8
COc1ccc(S(=O)(=O)N2CCCC(C(=O)NCc3ccc(F)cc3)C2)cc1 (stereo unspecified)
 : -20	3	0	4	108	5	-2.5	109	0
CCC(C)[C@H](NC(=O)NC1CCN(Cc2ccccc2)CC1)C(=O)OC (stereo partly specified)
 : -6	2	0	0	106	-2	-3.3	99	-2
CC(C)(C)Nc1c2ccccc2nc2ccccc12
 : -16	8	3	0	39[may fluoresce violet]	-5	-0.7	?	0
O=C(Cn1nc(-c2ccccc2)c2ccccc2c1=O)Nc1cccc(O)c1
 : 0	8	0	-6	96	-3	-0.2	98	-3
COc1ccccc1-c1coc2c(CN3CCOCC3)c(O)ccc2c1=O
 : -3	1	0	-8	101	6	0.9	105	1
CCN(CC)S(=O)(=O)c1cccc(-c2n[nH]c(=S)n2/N=C/c2ccc(C(=O)OC)cc2)c1
 : 2	-5	3	0	106	-9	-0.7	108	0

High-throughput results from PubChem.
